# TcdB inh = TcdB glycohydrolase inhibitors, primary screen, biochemical, single point, plate reader; TcdB glycohydrolase enzymatic assay; inhibition, % at 9.99 µM; hit rate 0.24% among 350,000; AID 652162, 2013; in the data active means inhibition above about 10%
# Target sequence (P18177 whole entry, looked up): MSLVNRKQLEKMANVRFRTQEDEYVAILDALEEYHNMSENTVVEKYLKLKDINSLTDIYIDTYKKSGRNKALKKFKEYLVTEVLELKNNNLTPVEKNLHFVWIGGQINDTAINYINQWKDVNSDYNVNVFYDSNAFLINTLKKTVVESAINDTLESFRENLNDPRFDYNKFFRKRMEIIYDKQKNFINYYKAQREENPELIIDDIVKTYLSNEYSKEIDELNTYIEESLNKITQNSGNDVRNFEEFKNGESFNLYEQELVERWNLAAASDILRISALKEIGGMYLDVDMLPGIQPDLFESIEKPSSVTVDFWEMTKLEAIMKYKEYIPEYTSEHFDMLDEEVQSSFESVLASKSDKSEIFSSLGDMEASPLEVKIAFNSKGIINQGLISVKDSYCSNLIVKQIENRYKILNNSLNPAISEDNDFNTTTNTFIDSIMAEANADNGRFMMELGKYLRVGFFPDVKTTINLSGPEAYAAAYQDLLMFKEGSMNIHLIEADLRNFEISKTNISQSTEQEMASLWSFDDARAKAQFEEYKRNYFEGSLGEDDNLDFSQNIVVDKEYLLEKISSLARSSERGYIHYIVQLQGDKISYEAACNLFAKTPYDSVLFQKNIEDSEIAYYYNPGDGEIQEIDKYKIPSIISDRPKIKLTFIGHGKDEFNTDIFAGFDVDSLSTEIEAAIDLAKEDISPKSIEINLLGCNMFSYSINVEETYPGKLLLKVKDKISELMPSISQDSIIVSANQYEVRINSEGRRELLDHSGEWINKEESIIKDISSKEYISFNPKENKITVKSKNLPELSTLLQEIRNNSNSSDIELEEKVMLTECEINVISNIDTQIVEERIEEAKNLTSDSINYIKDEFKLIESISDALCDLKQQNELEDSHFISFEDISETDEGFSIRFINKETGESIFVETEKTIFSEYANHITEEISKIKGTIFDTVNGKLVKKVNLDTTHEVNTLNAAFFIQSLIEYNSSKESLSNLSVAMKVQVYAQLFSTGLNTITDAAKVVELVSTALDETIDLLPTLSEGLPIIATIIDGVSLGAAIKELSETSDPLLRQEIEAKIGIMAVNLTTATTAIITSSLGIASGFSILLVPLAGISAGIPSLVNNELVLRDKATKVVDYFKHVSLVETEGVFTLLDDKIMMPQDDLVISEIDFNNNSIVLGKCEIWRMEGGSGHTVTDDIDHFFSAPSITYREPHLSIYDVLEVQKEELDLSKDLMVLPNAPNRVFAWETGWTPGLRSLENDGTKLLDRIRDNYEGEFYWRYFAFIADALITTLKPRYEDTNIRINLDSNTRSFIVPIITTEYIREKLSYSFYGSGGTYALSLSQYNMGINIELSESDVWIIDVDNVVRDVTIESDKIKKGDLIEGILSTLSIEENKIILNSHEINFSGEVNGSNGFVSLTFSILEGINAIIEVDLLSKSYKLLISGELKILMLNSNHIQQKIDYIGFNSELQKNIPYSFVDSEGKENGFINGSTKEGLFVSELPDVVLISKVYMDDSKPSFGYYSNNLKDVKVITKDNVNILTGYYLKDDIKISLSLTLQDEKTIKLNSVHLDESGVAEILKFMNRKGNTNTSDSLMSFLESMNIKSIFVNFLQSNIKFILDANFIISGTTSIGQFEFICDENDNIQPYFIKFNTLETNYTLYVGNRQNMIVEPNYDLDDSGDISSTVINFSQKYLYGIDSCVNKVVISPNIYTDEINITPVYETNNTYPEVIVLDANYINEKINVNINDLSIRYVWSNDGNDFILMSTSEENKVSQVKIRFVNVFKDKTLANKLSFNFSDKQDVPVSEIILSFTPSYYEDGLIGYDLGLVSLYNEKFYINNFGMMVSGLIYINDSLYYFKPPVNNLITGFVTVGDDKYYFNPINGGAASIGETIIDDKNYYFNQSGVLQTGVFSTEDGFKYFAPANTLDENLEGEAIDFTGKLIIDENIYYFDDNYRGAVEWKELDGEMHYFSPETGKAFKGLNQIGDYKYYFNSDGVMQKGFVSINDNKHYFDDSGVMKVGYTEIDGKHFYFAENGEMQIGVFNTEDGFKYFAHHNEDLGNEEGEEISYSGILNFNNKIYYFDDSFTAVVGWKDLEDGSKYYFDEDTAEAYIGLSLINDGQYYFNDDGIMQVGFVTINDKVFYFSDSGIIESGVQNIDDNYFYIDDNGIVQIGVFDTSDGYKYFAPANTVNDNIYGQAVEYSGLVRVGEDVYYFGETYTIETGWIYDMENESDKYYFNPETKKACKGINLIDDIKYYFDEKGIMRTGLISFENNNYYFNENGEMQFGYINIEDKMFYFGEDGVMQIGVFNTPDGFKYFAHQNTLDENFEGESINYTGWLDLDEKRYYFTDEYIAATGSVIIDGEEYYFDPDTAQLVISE
# * hit, by the source's call; & = joins results of further samples. The list is partial, so the mix of outcomes need not match the whole.
SMILES,TcdB inh
Cc1noc(C)c1NC(=O)N(C)C[C@@H]1OCCCC[C@H](C)Oc2ccc(NS(=O)(=O)c3ccccc3)cc2C(=O)N([C@@H](C)CO)C[C@@H]1C,-0.5
O=S(=O)(NCC[C@H]1CC[C@H](NS(=O)(=O)c2cccc(F)c2)[C@H](CO)O1)c1cccc(F)c1,0.7
C[C@H](CO)N1C[C@H](C)[C@H](CN(C)C)Oc2ccc(NC(=O)Nc3ccc(C(F)(F)F)cc3)cc2CC1=O,1.0
CN1CCCCN2[C@@H](CO)[C@@H](c3ccc(C#Cc4ccccc4F)cc3)[C@@H]2C1,0.2
CN1C(=O)c2cc(NC(=O)c3ccccc3)ccc2OC[C@@H]2O[C@@H](CC(=O)NCC3CC3)CC[C@H]21,0.5
C/C=C/c1ccc2c(c1)O[C@H](CN(C)C(=O)c1ccncc1)[C@@H](C)CN([C@H](C)CO)S2(=O)=O,-0.7
O=C(Cc1ccccc1)N1CC(=O)N2[C@H](CO)[C@@H](c3ccc(-c4ccccc4)cc3)[C@@H]2C1,0.4
C[C@H]1CN([C@@H](C)CO)C(=O)c2c(c3ccccc3n2C)-c2ccccc2CO[C@H]1CN(C)Cc1cccc(C(F)(F)F)c1,-1.9
COCC(=O)N1CC[C@@H]2[C@H]1c1cc(C#Cc3ccccc3)ccc1N[C@@H]2CO,-0.3
O=C(Cc1ccccn1)N1CCCCN2[C@H](CO)[C@H](c3ccc(-c4ccccc4F)cc3)[C@H]2C1,-0.1
CC(C)NC(=O)Nc1ccc2c(c1)CC(=O)N([C@@H](C)CO)C[C@H](C)[C@H](CN(C)C)O2,-0.6
CO[C@H]1CN(C)C(=O)c2cc(NC(=O)Nc3ccc4c(c3)OCO4)ccc2OC[C@@H](C)NC[C@@H]1C,1.2
COc1ccccc1S(=O)(=O)N[C@H]1CC[C@@H](CCNC(=O)C2CCOCC2)O[C@H]1CO,0.1
CN(C)C(=O)C[C@H]1CC[C@@H]2[C@@H](COc3ccc(NC(=O)C4CC4)cc3C(=O)N2C)O1,-0.9
COc1ccc(C#Cc2ccc([C@H]3[C@H]4CN(C(=O)Nc5ccccc5F)CC(=O)N4[C@H]3CO)cc2)cc1,-0.5
CCCNC(=O)C[C@@H]1CC[C@@H]2[C@@H](COc3ccc(NC(=O)Cc4ccccc4)cc3C(=O)N2C)O1,0.2
CCNC(=O)C[C@H]1CC[C@@H]2[C@@H](COc3ccc(NC(=O)NC(C)C)cc3C(=O)N2C)O1,-0.2
CO[C@@H]1CN(C)C(=O)c2cc(NC(=O)c3ccccc3F)ccc2OC[C@H](C)N(CC2CC2)C[C@@H]1C,-0.2
C[C@@H]1CN([C@@H](C)CO)C(=O)Cc2cc(NC(=O)CCN3CCOCC3)ccc2O[C@H]1CN(C)C(=O)NC1CCCCC1,-0.1
C[C@@H]1CN([C@@H](C)CO)C(=O)c2cc(NC(=O)Nc3cccc4ccccc34)ccc2O[C@H]1CN(C)S(C)(=O)=O,0.7
OC[C@H]1Nc2ccc(-c3cccc(F)c3)cc2[C@@H]2[C@H]1CCN2Cc1ccncc1,-1.5
COC(=O)C(CC#Cc1ccc2c(c1)[C@]1(C(=O)N2)[C@H](c2ccc(O)cc2)N2[C@H](c3ccccc3)[C@H](c3ccccc3)OC(=O)[C@H]2[C@@H]1C(=O)N1CCc2cc(OC)c(OC)cc2C1)C(=O)OC,0.6
CCC(=O)Nc1ccc2c(c1)C(=O)N(C)C[C@H](OC)[C@H](C)CN(C(=O)c1cccnc1)[C@@H](C)CO2,-0.9
C[C@@H]1CN([C@H](C)CO)S(=O)(=O)c2ccc(Br)cc2O[C@H]1CN(C)C,0.0
O=C(N[C@@H]1CC[C@H](CCn2cc(-c3cccnc3)nn2)O[C@@H]1CO)c1ccccc1F,-0.2

# Continued (four carried over from the part before).
SMILES,TcdB inh
COC(=O)C(CC#Cc1ccc2c(c1)[C@]1(C(=O)N2)[C@H](c2ccc(O)cc2)N2[C@H](c3ccccc3)[C@H](c3ccccc3)OC(=O)[C@H]2[C@@H]1C(=O)N1CCc2cc(OC)c(OC)cc2C1)C(=O)OC,0.6
CCC(=O)Nc1ccc2c(c1)C(=O)N(C)C[C@H](OC)[C@H](C)CN(C(=O)c1cccnc1)[C@@H](C)CO2,-0.9
C[C@@H]1CN([C@H](C)CO)S(=O)(=O)c2ccc(Br)cc2O[C@H]1CN(C)C,0.0
O=C(N[C@@H]1CC[C@H](CCn2cc(-c3cccnc3)nn2)O[C@@H]1CO)c1ccccc1F,-0.2
C[C@@H]1CN([C@H](C)CO)S(=O)(=O)c2ccc(-c3cncnc3)cc2O[C@@H]1CN(C)Cc1ccccc1,-0.3
COc1ccc(NC(=O)N(C)C[C@H]2Oc3c(NS(=O)(=O)c4ccc(OC)cc4)cccc3C(=O)N([C@@H](C)CO)C[C@@H]2C)cc1,1.1
CC(C)[C@@H]1C=C(C(=O)O)O[C@H](OCc2ccc(CO)cc2)C1,-0.8
N#Cc1ccc(-c2ccc([C@@H]3[C@H]4CN(S(=O)(=O)c5ccccc5)CCCCN4[C@H]3CO)cc2)cc1,-0.1
COc1ccc(NC(=O)Nc2cccc3c2O[C@@H](CN(C)C)[C@@H](C)CN([C@H](C)CO)C3=O)cc1,-1.1
COc1ccc([Si](C)(C)[C@H]2[C@H](CCO)O[C@@]3(C(=O)N(Cc4cccc(N5CCCCC5=O)c4)c4ccccc43)[C@@H]2C)cc1,-1.5
COc1ccc(S(=O)(=O)Nc2ccc3c(c2)C(=O)N([C@@H](C)CO)C[C@@H](C)[C@@H](CN(C)CC2CCCCC2)O3)cc1,-0.3
O=C(C1=C[C@@H](c2coc3ccccc3c2=O)C[C@@H](OCCCCO)O1)N1CCCCCCC1,-0.8
O=C(C[C@H]1C[C@H]2c3cc(NS(=O)(=O)c4ccc(F)cc4)ccc3O[C@H]2[C@@H](CO)O1)N1CCc2ccccc2C1,-0.7
CCCC(=O)Nc1ccc2c(c1)OC[C@H](C)N(C(=O)CC1CC1)C[C@@H](C)[C@@H](OC)CN(C)C2=O,-1.1
C[C@H]1CN([C@@H](C)CO)C(=O)Cc2cc(NS(C)(=O)=O)ccc2O[C@H]1CN(C)Cc1ccc(C(F)(F)F)cc1,1.4
CCCNC(=O)N(C)C[C@H]1Oc2cc(-c3cncnc3)ccc2S(=O)(=O)N([C@H](C)CO)C[C@H]1C,0.3
C[C@@H]1CCCCO[C@@H](CN(C)C(=O)Cc2ccccc2)[C@@H](C)CN([C@H](C)CO)C(=O)c2cc(NC(=O)Nc3cccc4ccccc34)ccc2O1,-6.1
C[C@H]1CN([C@@H](C)CO)C(=O)c2cccc(NC(=O)Nc3ccc(F)cc3)c2O[C@H]1CN(C)Cc1ccc(-c2ccccc2)cc1,-0.1
N#Cc1cccc(-c2ccc(C3[C@@H]4CN(C(=O)C5CCCC5)C[C@H]3N4)cc2)c1 (some centres undefined),0.6&0.3
C[C@@H]1CN([C@H](C)CO)C(=O)c2cccc(NC(=O)c3nc4ccccc4s3)c2O[C@H]1CN(C)Cc1ccc(Cl)c(Cl)c1,0.3
C[C@H]1CCCCO[C@@H](CN(C)C(=O)C2CCCCC2)[C@@H](C)CN([C@@H](C)CO)C(=O)c2cc(NC(=O)c3ccncc3)ccc2O1,0.1
COc1ccc(S(=O)(=O)N(C)C[C@H]2Oc3ccc(NC(=O)Cc4ccccc4)cc3CC(=O)N([C@@H](C)CO)C[C@@H]2C)cc1,0.1
CO[C@H]1CN(C)C(=O)c2cc(NC(=O)C3CCOCC3)ccc2OC[C@H](C)NC[C@H]1C,-1.4
O=C(C[C@H]1CC[C@H]2[C@@H](COC[C@H](O)CN2C(=O)c2ccc(F)cc2)O1)N1CCOCC1,0.8
Cc1cccc(-c2ccc([C@H]3[C@@H](CO)N4C(=O)CN(C(=O)NC5CCCCC5)C[C@@H]34)cc2)c1,-0.3
Cc1cc(C(=O)Nc2cccc3c2O[C@H](CN(C)C)[C@@H](C)CN([C@H](C)CO)C3=O)n(C)n1,-0.3
N#C[C@H]1[C@@H](c2ccc(C#Cc3ccc(F)cc3)cc2)[C@H](CO)N1C(=O)Nc1ccc(F)cc1,0.0
CCN1[C@H](C(=O)NCc2ccccc2)[C@@H](CO)[C@@H]2Cn3c(ccc(-c4ccncc4)c3=O)[C@@H]21,2.0
COCC(=O)N1C[C@@H](C)[C@H](OC)CN(C)C(=O)c2cc(NC(=O)c3ccc(-c4ccccc4)cc3)ccc2OC[C@H]1C,-0.1

# In the list so far, these contain an aryl methoxy group:
SMILES,TcdB inh
COc1ccccc1S(=O)(=O)N[C@H]1CC[C@@H](CCNC(=O)C2CCOCC2)O[C@H]1CO,0.1
COc1ccc(C#Cc2ccc([C@H]3[C@H]4CN(C(=O)Nc5ccccc5F)CC(=O)N4[C@H]3CO)cc2)cc1,-0.5
COC(=O)C(CC#Cc1ccc2c(c1)[C@]1(C(=O)N2)[C@H](c2ccc(O)cc2)N2[C@H](c3ccccc3)[C@H](c3ccccc3)OC(=O)[C@H]2[C@@H]1C(=O)N1CCc2cc(OC)c(OC)cc2C1)C(=O)OC,0.6
COc1ccc(NC(=O)N(C)C[C@H]2Oc3c(NS(=O)(=O)c4ccc(OC)cc4)cccc3C(=O)N([C@@H](C)CO)C[C@@H]2C)cc1,1.1
COc1ccc(NC(=O)Nc2cccc3c2O[C@@H](CN(C)C)[C@@H](C)CN([C@H](C)CO)C3=O)cc1,-1.1
COc1ccc([Si](C)(C)[C@H]2[C@H](CCO)O[C@@]3(C(=O)N(Cc4cccc(N5CCCCC5=O)c4)c4ccccc43)[C@@H]2C)cc1,-1.5
COc1ccc(S(=O)(=O)Nc2ccc3c(c2)C(=O)N([C@@H](C)CO)C[C@@H](C)[C@@H](CN(C)CC2CCCCC2)O3)cc1,-0.3
COc1ccc(S(=O)(=O)N(C)C[C@H]2Oc3ccc(NC(=O)Cc4ccccc4)cc3CC(=O)N([C@@H](C)CO)C[C@@H]2C)cc1,0.1

# (cont.)
SMILES,TcdB inh
COc1ccc2c3c([nH]c2c1)[C@H](CO)N(Cc1cc(F)ccc1F)CC31CN(C(=O)C2CCC2)C1,0.3
COc1ccc(CN(C)C[C@H]2Oc3ccc(NS(=O)(=O)c4ccccc4)cc3CC(=O)N([C@@H](C)CO)C[C@H]2C)cc1,0.3
C[C@@H]1CCCCO[C@@H](CN(C)C(=O)c2ccccc2)[C@@H](C)CN([C@H](C)CO)C(=O)c2cc(NC(=O)Nc3ccc4c(c3)OCO4)ccc2O1,-0.6
CC=Cc1ccc2n(c1=O)C[C@H]1[C@H](CO)[C@@H](C(=O)NCC3CC3)N(CCC)[C@@H]21 (mixture of isomers),-0.7
C[C@@H]1CN([C@H](C)CO)C(=O)c2cccc(NS(=O)(=O)c3cn(C)cn3)c2O[C@@H]1CN(C)Cc1ccc(Oc2ccccc2)cc1,1.3
COc1ccc(NC(=O)Nc2ccc3c(c2)C(=O)N([C@@H](C)CO)C[C@@H](C)[C@@H](CN(C)C(=O)NC2CCCCC2)OCCCC[C@@H](C)O3)cc1,0.8
CO[C@@H]1CN(C)C(=O)c2ccc(NC(=O)c3ccc(F)cc3)cc2OC[C@H](C)N(C(C)=O)C[C@H]1C,0.1
COc1ccc2c3c(n(C)c2c1)[C@H](CO)N(C)CC31CCN(S(=O)(=O)c2cccc(F)c2)CC1,1.3
CN(C)C(=O)c1cccc(-c2ccc([C@@H]3[C@@H](CO)N4CCCCN(CCC(F)(F)F)C[C@@H]34)cc2)c1,-0.5
C[C@@H]1CN([C@H](C)CO)C(=O)c2cc(NC(=O)Nc3ccc(C(F)(F)F)cc3)ccc2O[C@@H](C)CCCCO[C@H]1CN(C)C(=O)NC1CCCCC1,-0.6
COCC#Cc1cnc2c(c1)C(=O)N([C@H](C)CO)C[C@H](C)[C@H](CN(C)Cc1ccccc1)O2,0.3
O=C(NCC[C@@H]1CC[C@@H](NC(=O)c2cccnc2)[C@H](CO)O1)Nc1ccc(C(F)(F)F)cc1,-3.1
COc1ccc(-c2cn(CC[C@H]3CC[C@@H](N)[C@H](CO)O3)nn2)cc1,1.7
COc1ccc(COC[C@]23N=C4Sc5ccc([N+](=O)[O-])cc5C(=O)N4[C@H](c4ccccc4O2)[C@H]3CO[Si](C)(C)C(C)(C)C)cc1,0.7
C[C@@H]1CN([C@H](C)CO)C(=O)c2c(c3ccccc3n2C)-c2ccccc2CO[C@H]1CN(C)C(=O)[C@H](Cc1ccccc1)N(C)C,0.2
C[C@H](CO)N1C[C@H](C)[C@@H](CN(C)Cc2ccccc2)Oc2ccc(NS(=O)(=O)c3ccccc3)cc2C1=O,2.0
C[C@H]1CN([C@@H](C)CO)C(=O)c2cccc(NS(C)(=O)=O)c2O[C@@H]1CN(C)S(=O)(=O)c1ccccc1,-8.2
C[C@@H]1CN([C@@H](C)CO)C(=O)Cc2cc(NS(=O)(=O)c3ccc(Cl)cc3)ccc2O[C@@H]1CN(C)S(=O)(=O)c1cn(C)cn1,0.6
C[C@@H]1CN([C@H](C)CO)C(=O)c2cc(NC(=O)C3CCCCC3)ccc2O[C@@H](C)CCCCO[C@@H]1CN(C)C(=O)c1ccccc1,-0.3
C[C@@H]1CN([C@H](C)CO)C(=O)Cc2cc(NS(C)(=O)=O)ccc2O[C@@H]1CN(C)S(C)(=O)=O,0.6
O=C([C@@H]1[C@@H](CO)[C@@H]2Cn3c(cccc3=O)[C@H]1N2)N1CCc2ccccc2C1,0.4
COc1ccc(S(=O)(=O)Nc2ccc3c(c2)C(=O)N([C@@H](C)CO)C[C@@H](C)[C@@H](CN(C)S(=O)(=O)c2c(C)noc2C)O3)cc1,-1.0
COc1ccccc1-c1ccc2c(c1)O[C@@H](CN(C)C)[C@H](C)CN([C@@H](C)CO)S2(=O)=O,0.7
O=C(C[C@H]1C[C@@H]2c3cc(NC(=O)C4CCC4)ccc3O[C@@H]2[C@H](CO)O1)NCc1cc(F)ccc1F,-20
CC(C)NC(=O)Nc1ccc2c(c1)CC(=O)N([C@@H](C)CO)C[C@@H](C)[C@@H](CN(C)C(=O)Nc1ccc(F)cc1)O2,-0.6
CN(C)C(=O)c1cccc(-c2ccc([C@H]3[C@H]4CN(Cc5cccnc5)CCCCN4[C@H]3CO)cc2)c1,0.5
COCCNC(=O)C[C@H]1C[C@H]2c3cc(NC(=O)C4CCOCC4)ccc3O[C@H]2[C@H](CO)O1,0.2
COCC#Cc1ccc([C@H]2[C@H](CO)N3C(=O)CN(C(=O)C4CC4)C[C@@H]23)cc1,-1.1
COC(=O)C[C@@H]1C[C@H]2c3cc(NS(=O)(=O)c4ccc(F)cc4)ccc3O[C@H]2[C@H](CO)O1,0.5
C[C@@H]1CN([C@H](C)CO)C(=O)c2ccccc2-c2ccccc2CO[C@@H]1CN(C)Cc1cccc(C(=O)O)c1,1.0

# From PubChem BioAssay
